Bioassay records from PubChem.
CHT PAM = CHT positive allosteric modulators, primary screen, cell-based, membrane potential dye, choline EC20. High affinity choline transporter 1 (Homo sapiens), Q9GZV3. CHT-expressing cells; hits give high values; LV-AA mutant CHT in HEK293 cells. B-score at 10 µM. 310,000 tested, 0.49% active. AID 488977, 2010;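 active means initial fluorescence not abnormally high and integrated response B-score, plate-corrected, over 3 SD above library mean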
Target sequence (Q9GZV3 whole entry, looked up): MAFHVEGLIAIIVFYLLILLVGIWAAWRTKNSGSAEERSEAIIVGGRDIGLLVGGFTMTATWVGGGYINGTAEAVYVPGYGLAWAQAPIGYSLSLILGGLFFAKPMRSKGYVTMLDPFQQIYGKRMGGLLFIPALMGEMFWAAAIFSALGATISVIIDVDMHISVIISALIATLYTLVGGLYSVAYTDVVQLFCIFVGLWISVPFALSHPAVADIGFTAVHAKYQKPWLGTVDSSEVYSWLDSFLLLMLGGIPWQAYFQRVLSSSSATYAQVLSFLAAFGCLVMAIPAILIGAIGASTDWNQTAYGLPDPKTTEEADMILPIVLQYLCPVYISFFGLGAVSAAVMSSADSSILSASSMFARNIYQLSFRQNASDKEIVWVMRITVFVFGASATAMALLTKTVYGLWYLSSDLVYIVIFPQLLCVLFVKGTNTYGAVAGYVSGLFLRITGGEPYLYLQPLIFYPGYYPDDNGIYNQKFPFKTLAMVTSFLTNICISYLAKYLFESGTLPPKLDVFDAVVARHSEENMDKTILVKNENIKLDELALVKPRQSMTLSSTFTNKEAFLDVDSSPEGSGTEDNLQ
OX1R antag-1 = antagonists of human orexin 1 receptor (OX1R) | OX1R-expressing cells, FRET antagonist read-out | inhibition, % at 6.6 µM | AID 485270, 2010 | Orexin/Hypocretin receptor type 1 (Homo sapiens), O43613 | 330,000 tested, 1.8% active; in the data active means inhibition mostly above about 38%, no sharp cut-off; inactive means mostly below about 40%;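 further: 0% = agonist challenge alone and 100% = reference antagonist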
Target sequence (O43613 whole entry, looked up): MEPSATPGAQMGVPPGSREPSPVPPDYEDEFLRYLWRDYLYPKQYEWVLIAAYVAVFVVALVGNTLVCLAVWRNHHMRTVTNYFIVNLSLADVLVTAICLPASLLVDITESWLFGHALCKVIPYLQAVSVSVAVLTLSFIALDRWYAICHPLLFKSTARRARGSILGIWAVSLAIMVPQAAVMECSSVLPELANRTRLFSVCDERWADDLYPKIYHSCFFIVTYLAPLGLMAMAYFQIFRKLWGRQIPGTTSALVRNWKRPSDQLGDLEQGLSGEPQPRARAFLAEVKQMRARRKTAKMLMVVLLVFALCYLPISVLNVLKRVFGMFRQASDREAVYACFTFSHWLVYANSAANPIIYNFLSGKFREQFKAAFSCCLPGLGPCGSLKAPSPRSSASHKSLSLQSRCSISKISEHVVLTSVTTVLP
OX1R antag-2 = OX1R (HCRTR1) antagonists, primary screen, fluorescence, CHO/OX1R cells, Fluo-8 calcium, orexin A. Orexin/Hypocretin receptor type 1 (Homo sapiens), O43613. Fluo-8 calcium fluorescence. inhibition, % at 5 µM. 330,000 tested, 0.43% active. AID 434989, 2010;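 active means inhibition above its plate's threshold, mean inhibition of all tested compounds on the plate plus 3 SD, cut at about 37% in these data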;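 further: 0% = orexin A challenge wells and 100% = SB-334867-A antagonist wells; not every result past the cut was called active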
* marks the source's active call; other numbers are inactive results; i = inactive; x = no result given.

SMILES	CHT PAM	OX1R antag-1	OX1R antag-2
O=C(COc1ccccc1)Nc1cccc(-c2nc3ccccc3[nH]2)c1	i	36.8	-20.1
O=C(NNC(=O)c1ccccc1Br)c1ccc(Cl)cc1	i	13.2	-6.8
Cc1ccc(C)c(NC(=O)CSc2c(C)n[nH]c2C)c1	i	6.2	-13.1
COc1cc(S(=O)(=O)N(Cc2cccnc2)Cc2cccc(OC)c2OC)ccc1-n1cnnn1	i	18.8	-33.6
Cc1cc(C(F)F)n2nc(C(=O)Nc3sc4c(c3C#N)CCC(C)C4)nc2n1 (stereo unspecified)	i	5.9	-28.6
C=CCN1C(=O)c2ccc(C(=O)N(CCOC)c3c(N)n(CCCC)c(=O)[nH]c3=O)cc2C1=O	i	30.0	-10.0
CN(C)S(=O)(=O)c1cccc(NC(=O)CN2C(=O)NC(Cc3ccccc3)C2=O)c1 (stereo unspecified)	x	0.7	-2.7
CCN1CCN(C(=O)CCNC(=O)Cn2cnc3ccccc3c2=O)CC1	i	9.6	-7.8
O=S(=O)(c1ccc(Br)cc1)N1CCC(c2nc3ccccc3[nH]2)CC1	i	21.8	7.1
Cc1cccc(C(=O)OCC(=O)NCc2ccco2)c1	x	1.0	1.3
CCCN(CC1CC1)C(=O)CSc1ncnc2sc(C)c(C)c12	i	7.2	-10.3
Cc1ccc(C)c(NC(=O)CCc2c(C)nn(-c3ccc(N4CCCCC4)nn3)c2C)c1	i	-1.0	-21.1
CC1CCCCN1C(=O)Cn1nnc(-c2cccnc2)n1 (stereo unspecified)	i	8.2	10.7
COc1ccc2c(c1)[nH]c(=O)c1sc3ccccc3c12	i	71.4*	32.2
COc1ccc(NC(=O)CNc2cccc(S(=O)(=O)N3CCCCCC3)c2)c([N+](=O)[O-])c1	x	6.1	-18.2
Cc1cc2nn(-c3ccccc3)nc2cc1NC(=O)c1cccs1	i	79.5*	61.2*
CCOC(=O)CSc1[nH]c2cc(OC)ccc2c1[N+](=O)[O-]	i	30.6	-16.3
CC(=O)C1=NOC(CNc2ncc(C(F)(F)F)cc2Cl)C1 (stereo unspecified)	i	17.2	-23.6
O=C(N[C@@H]1C/C=C\C[C@H](CC(=O)N(CCO)Cc2ccccc2)C(=O)N[C@@H](Cc2c[nH]c3ccccc23)COC1=O)OCC1c2ccccc2-c2ccccc21	x	9.5	-9.9
CC(=O)c1ccccc1NC(=O)COC(=O)CCC1CCCC1	x	2.1	-26.8
Cc1nc2c(C(=O)N3CCCCC3)cnn2c(C)c1Cc1ccccc1F	i	3.1	-11.1
CCOc1ccc(C(=O)Nc2cc(S(=O)(=O)Nc3ccccc3Cl)ccc2N2CCOCC2)cc1	i	26.0	2.3
CC1CC(C)CN(C(=O)c2ccc(N3CC4CC(C3)c3cccc(=O)n3C4)c([N+](=O)[O-])c2)C1 (stereo unspecified)	i	40.3	-22.5
CC1CN(C(=O)CCC(=O)NCCCN2CCN(Cc3ccccc3)CC2)c2cc(Cl)ccc2O1 (stereo unspecified)	i	7.0	-16.7
CC(=O)N1CCc2cc(S(=O)(=O)CCC(=O)NCc3ccc4c(c3)OCO4)ccc21	i	24.2	-17.9
Cc1cc(=O)[nH]c(SCC(=O)c2ccc(C(C)C)cc2)n1	i	50.9	-14.7
COC(=O)c1cc(Nc2cc(C)c3c(O)cccc3n2)cc(C(=O)OC)c1	i	27.3	-24.9
COCCNC(=O)c1ccc(N2CC3CC(C2)c2cccc(=O)n2C3)c(NC(=O)c2ccc(F)cc2)c1 (stereo unspecified)	i	23.4	-8.9
O=C(Nc1ccccc1)N(Cc1ccccc1)Cc1ccccc1	i	19.8	-23.0
CC1=C(SCCC#N)S/C(=C2\SC(C)=C(SCCC#N)S2)S1	i	7.1	-2.2

Complete entries, quoted from the list. Order of screens: CHT PAM	OX1R antag-1	OX1R antag-2
Profile of O=C(N[C@@H]1C/C=C\C[C@H](CC(=O)N(CCO)Cc2ccccc2)C(=O)N[C@@H](Cc2c[nH]c3ccccc23)COC1=O)OCC1c2ccccc2-c2ccccc21 → x	9.5	-9.9
Profile of Cc1cc2nn(-c3ccccc3)nc2cc1NC(=O)c1cccs1 → i	79.5*	61.2*
Profile of O=C(Nc1ccccc1)N(Cc1ccccc1)Cc1ccccc1 → i	19.8	-23.0
Profile of CC(=O)C1=NOC(CNc2ncc(C(F)(F)F)cc2Cl)C1 (stereo unspecified) → i	17.2	-23.6

(further entries)
SMILES	CHT PAM	OX1R antag-1	OX1R antag-2
CCc1nc(N[C@H](C(=O)O)C(C)C)c2oc3ccccc3c2n1	i	16.9	-4.5
O=c1cc(CNc2cc(C(F)(F)F)cc(C(F)(F)F)c2)nc2sccn12	i	14.1	-24.0
CSC1=NCCN1C(=O)c1ccc(S(=O)(=O)N2CCCC2)cc1	i	10.9	-18.2
c1ccc(Cn2nnnc2C(c2cccnc2)N2CCN(C3CCCCC3)CC2)cc1 (stereo unspecified)	i	10.7	-12.8
CCCCN(C(=O)CSc1nncn1-c1ccccc1OC)c1c(N)n(Cc2ccccc2)c(=O)[nH]c1=O	i	13.1	-7.4
Oc1cccc(C(=S)N2CCN(Cc3ccccc3)CC2)c1	i	15.4	-7.3
Cc1cc(C(=O)Nc2cnc3ccccc3c2)ccc1[N+](=O)[O-]	i	23.5	-6.8
CCN(CC)S(=O)(=O)c1ccc(N2CCOCC2)c(NC(=O)COc2ccccc2C#N)c1	i	16.3	-22.1
CCOC(=O)c1cc(C(=O)NCc2ccc(Cl)cc2Cl)nn1C	i	11.3	-28.4
Cc1ccc(OCCNC(=O)c2ccc(NC(=O)CC3SC(N4CCCC4)=NC3=O)cc2)cc1 (stereo unspecified)	i	22.5	-17.2
COc1ccc(OC)c(NC(=O)C2CCCCC2)c1	i	9.7	-11.5
COCC1CCN(Cc2cn(C)nc2-c2cccc(Cl)c2)C1 (stereo unspecified)	i	15.8	-29.1
Cc1cc(-c2ccccc2)c2c(=O)[nH][nH]c2n1	i	45.8	-17.6
CN(C)S(=O)(=O)c1ccc(Cl)c(NC(=O)COC(=O)c2ccc(O)cc2)c1	i	13.8	-16.7
COc1ccc(-n2c(N)c(C(=O)NCc3ccco3)sc2=S)cc1	i	68.4	-10.7

Three entries from above, sorted by length of the SMILES, smallest number first:
SMILES	CHT PAM	OX1R antag-1	OX1R antag-2
CSC1=NCCN1C(=O)c1ccc(S(=O)(=O)N2CCCC2)cc1	i	10.9	-18.2
Cc1cc(C(=O)Nc2cnc3ccccc3c2)ccc1[N+](=O)[O-]	i	23.5	-6.8
CN(C)S(=O)(=O)c1ccc(Cl)c(NC(=O)COC(=O)c2ccc(O)cc2)c1	i	13.8	-16.7

Next section.
SMILES	CHT PAM	OX1R antag-1	OX1R antag-2
COc1ccc(S(=O)(=O)N2CCC(C(=O)NCCN3CCOCC3)CC2)cc1	i	11.8	-11.9
COc1ccccc1CN(C)C(=O)C1COc2ccccc2O1 (stereo unspecified)	i	11.2	-12.4
Cc1c(NC(=O)c2cccc(NC(=O)Cc3ccc(Cl)cc3)c2)c(=O)n(-c2ccccc2)n1C	x	7.0	-36.7
c1ccc(-c2ccc(OCCCNC3CCCC3)cc2)cc1	i	1.0	-6.8
Cc1c(N(C(=O)c2cc(=O)[nH]c3ccccc23)C(C)C)c(=O)n(-c2ccccc2)n1C	i	11.2	-12.0
Cc1ccc(NC(=O)Nc2ccc(F)c(Cl)c2)cc1	i	37.6	8.0
Cc1cc(C)c(NC(=O)COc2ccccc2C(=O)Nc2ccc3c(c2)oc2ccccc23)c(C)c1	i	7.7	-20.7
CSc1ncccc1C(=O)N1CCCC(C(=O)c2cc(F)ccc2F)C1 (stereo unspecified)	i	16.8	-21.6
CC1Cc2ccccc2N1CC(=O)NC(=O)NCc1ccccc1 (stereo unspecified)	i	0.4	-28.4
CC(C)CNC(=O)c1cccc(NC(=O)c2ccc3c(c2)C(=O)N(C)C3=O)c1	i	20.0	-15.8
Cn1c2ccccc2c2cc(/C=C(\NC(=O)c3ccccc3)C(=O)NCC(=O)O)ccc21	i	24.2	-4.7
O=C(CSc1nnc(-c2ccc(F)cc2)c2ccccc12)Nc1cccc(Cl)c1	i	20.9	-27.0
CC(=O)Nc1ccc2c(CN3C(=O)NC(C)(c4ccc(C)cc4)C3=O)cc(=O)oc2c1 (stereo unspecified)	i	17.2	-16.5
O=C(CSc1ccccc1)NC1CCCCCCC1	i	17.5	-29.3
CC1=C(C(=O)OCc2ccccc2)C(c2ccc([N+](=O)[O-])cc2)NC(=O)N1C (stereo unspecified)	i	24.1	-26.9
CCOC(=O)c1c(C)n(C)c2c(C)cc(O)c(OC(=O)CC)c12	i	37.6	-21.2
O=C(NCc1cccs1)c1ccccc1[N+](=O)[O-]	i	18.5	18.0
O=C(CSc1ncccn1)NC(=O)NCc1ccco1	i	31.5	-14.4
NS(=O)(=O)c1ccc(NC(=O)COC(=O)CCc2nc3ccccc3c(=O)[nH]2)cc1	x	2.0	-1.5
CN(C)N1C(N)=C(C#N)C(c2cccs2)C2=C1CC(C)(C)CC2=O (stereo unspecified)	i	5.7	-22.3
COc1ccccc1NC(=O)CCc1nc2sc3c(c2c(=O)[nH]1)CCCC3	i	27.0	-30.1
CCCSc1nnc(CNC(=O)C23CC4CC(CC(C4)C2)C3)n1Cc1ccccc1	i	13.1	-25.8
O=[N+]([O-])c1cc(/C=N/Nc2nc(N3CCCCC3)nc(N3CCCCC3)n2)ccc1O	i	20.4	-10.8
COc1ccc(CCNC(=O)c2ccc(S(=O)(=O)N(C)c3ccccc3)cc2)cc1OC	i	16.6	-24.0
COC(=O)[C@]1(C)N[C@H](CN(C)C(=O)COc2ccccc2)[C@@H]2C(=O)N(C)C(=O)[C@@H]21	x	3.3	-11.8
COc1cc2cc(Oc3ccc4ccc(=O)oc4c3)c(=O)oc2cc1OC(=O)/C=C/c1ccccc1	i	12.3	-23.1
CC(=O)c1ccc(NC(=O)CSc2nnc(NC(=O)CN3CCOCC3)s2)cc1	i	14.7	-12.5
CN(C)C(=O)N1CCC(C(=O)NCc2ccccc2)CC1	i	-5.1	-10.4
COC(=O)c1ccc(Cl)c(NC(=O)CN2CCN(C)CC2)c1	i	11.7	-1.8
O=C(OCC(=O)N1CCCC1)c1ccc(NS(=O)(=O)c2cccs2)cc1O	i	11.5	-1.6
CCC(C)NC(=O)CCCc1ccccc1 (stereo unspecified)	i	10.6	-9.8
O=[N+]([O-])c1ccc(-c2ncc(-c3ccc(Br)cc3)o2)cc1	i	2.4	-15.3
CC(c1ccccc1)n1c(S(=O)(=O)O)nc2ccccc21 (stereo unspecified)	i	3.5	-8.6
CCCc1[nH]nc2c1C(c1cn[nH]c1-c1ccc(F)cc1)C(C#N)=C(N)O2 (stereo unspecified)	i	40.0	-13.8
O=C(Cc1ccccc1)Nc1ccc(Br)c(Cl)c1	i	30.4	-0.4
Cc1nc(NC(=O)C2CC2)sc1C(=O)NC1CCCCC1	i	1.1	-22.6
COc1ccccc1N(CC(=O)N1CCC(C(N)=O)CC1)S(=O)(=O)c1ccccc1	i	4.5	6.2
CC(NC(=O)N1CCOCC1)c1ccccc1 (stereo unspecified)	i	-13.1	-36.2
COc1ccc(-c2nn(Cc3ccccc3)cc2C(=O)N2CCN(c3ncccn3)CC2)cc1OC	x	-1.4	-4.0
CC(C)C[C@H](CO)Nc1nc(Nc2cccc(Cl)c2)c2ncn(C(C)C)c2n1	i	7.3	-23.3
CC(=O)NC(=S)Nc1ccc(NC(=S)NC(=O)c2cccs2)cc1	i	3.8	-18.2
O=C(O)CCCC(=O)N1CCc2cc(S(=O)(=O)NCc3ccccc3)ccc21	i	15.5	-16.8
OC1(c2ccccc2)CN(c2ccccc2)C2=[N+]1CCS2 (stereo unspecified)	i	15.0	-26.0
COc1ccc(OC)c(N(CC(=O)N2CCCC2)S(=O)(=O)c2ccc(OC)c(OC)c2)c1	i	17.8	-12.3
COc1ccc(OC)c(C2NC(=O)c3sc(=S)n(-c4ccccc4)c3N2)c1 (stereo unspecified)	i	0.8	-17.9
Cc1cccc(NC2=C(NCCO)C(=O)c3ccccc3C2=O)c1	i	41.6	1.7
O=C(CSc1ccc(-c2ccccc2)nn1)N1CCCc2ccccc21	i	31.0	-7.4
O=C(Cc1ccccc1)Nc1cccc(-c2nc3ncccc3o2)c1	i	15.9	-15.7
CN(C)CC/C=C1\c2cc(F)ccc2CSc2ccccc21	i	5.7	-19.7
Cc1nc2ccc(NS(=O)(=O)c3c(F)cccc3F)cc2s1	x	18.4	17.5
COc1ccc(-c2sc(Nc3ccccc3)n[n+]2-c2ccc(F)cc2)c(C)c1C	i	17.6	-19.4
O=C(CN1C(=O)c2ccccc2S1(=O)=O)NCCSCc1cccc(Cl)c1	i	12.8	-12.9
Cc1nn(C)c(C)c1/C=N/NC(=O)CCn1cc([N+](=O)[O-])cn1	i	0.2	-9.9
CCCCN1C(=O)CCC(C(=O)O)C1c1ccc(OC)cc1 (stereo unspecified)	i	11.5	-6.1
COc1cccc(NC(=S)N(CCN(C)C)Cc2cccs2)c1	i	-1.4	-24.5
COC(=O)c1ccc(NC(=O)c2ccc3nccnc3c2)cc1	i	39.3	-10.2
O=C1c2ccccc2C(=O)C2OC12 (stereo unspecified)	i	14.0	-0.8

Laid out differently: two of the compounds above
compound,CHT PAM,OX1R antag-1,OX1R antag-2
O=C(Cc1ccccc1)Nc1cccc(-c2nc3ncccc3o2)c1,i,15.9,-15.7
CN(C)CC/C=C1\c2cc(F)ccc2CSc2ccccc21,i,5.7,-19.7
